RmlC RmlD mix: RmlC and RmlD coupled enzyme inhibitors, primary screen, biochemical, 384-well, compound mixtures, retest. RmlC/RmlD coupled enzyme inhibition, 384-well mixture HTS. inhibition, % at 5.5 µM. 0.39% of 110,000 active. AID 1532, 2009; in the data active = inhibition above about 30%, passing the limit was not always enough; inconclusive = no clear call, values can overlap the other calls; also: strong numbers were not always called active
RT RNaseH block: HIV-1 RT RNase H inhibitors, primary screen, biochemical, fluorescence. Gag-Pol polyprotein (Human immunodeficiency virus type 1 group M subtype B (isolate …. RT-RNase H RNA/DNA duplex cleavage. inhibition, % at 10 µM. 1.9% of 65,000 active. AID 565, 2006; in the data active = inhibition above about 50%
Numbers without * were called inactive; ? = inconclusive; · = no result given.

SMILES	RmlC RmlD mix	RT RNaseH block
N#Cc1ccc(-c2ccccc2)nc1SCC(=O)c1cc2ccccc2oc1=O	28	·
CCN(CC)c1ccc(Nc2nc(N3CCOCC3)c3ccccc3n2)cc1	3	·
CCCS(=O)(=O)N1CCn2c(nc3ccccc32)C1	·	-7
COc1cccc(/C(O)=C2/C(=O)C(=O)N(Cc3ccco3)C2c2ccncc2)c1 (centres undefined)	13	3
O=C(Nc1nc2ccccc2[nH]1)c1ccc(F)cc1	7	-4
COc1ccc(NC(=O)CN2CCN(S(=O)(=O)c3ccc(F)cc3)CC2)cc1Cl	9	-10
COc1ccc(CCNC(=O)C2CC(c3ccc(C(F)(F)F)cc3)=NO2)cc1 (centres undefined)	-12	·
CSc1ccccc1NC(=O)C1CC(c2ccccc2O)=NO1 (centres undefined)	-2	9
O=C(NCCN1CCCCC1)c1ccco1	41	·
COc1ccccc1-n1cnnc1SCC(=O)NCc1cccs1	4	·
CC(C)Oc1cccc(C(=O)Nc2ccc(CN3CCOCC3)cc2)c1	-15	-4
COC(=O)C(O)(CC(=O)Nc1ccc(Cl)cc1F)C(F)(F)F (centres undefined)	-15	-4
Nc1nc(C(=O)N2CCOCC2)nn1S(=O)(=O)c1ccccc1	-6	1
COCCn1nnnc1SCC(=O)c1ccccc1	-15	-3
Cn1c(=O)oc2cc(S(=O)(=O)N3CCCC(C(=O)NCc4ccc5c(c4)OCO5)C3)ccc21 (centres undefined)	4	-6
CC(c1ccccc1)n1cnc2ccccc21 (centres undefined)	-10	-83
COc1ccccc1N1CCN(C(=O)c2cc3c(-c4ccc(Cl)cc4)nn(C)c3s2)CC1	7	12
O=C(Nc1ccc2c(c1)OCCO2)c1cccnc1	-11	-7
CCC(=O)Nc1ccnc(-c2cccnc2)n1	-15	·
COc1ccccc1C(=O)Nc1ccccc1N1CCOCC1	-5	·
C=CCOC(=O)C1=C[C@@H](c2ccccc2)C[C@@H](OCc2ccc(CO)cc2)O1	5	·
Cc1cc(C)c(S(=O)(=O)c2ccccc2C)c(SCC(C)C)n1	-9	·
Cc1cnc(NC(=O)CSc2nnc(COc3c(C)cccc3C)o2)s1	5	-25
CC1CCN(c2ccccc2NC(=S)NC(=O)c2ccco2)CC1	-15	·
CCOC(=O)COc1ccc(S(=O)(=O)Nc2ccc(C)cc2)cc1	13	·

A different layout for some results above:
Structure: Nc1nc(C(=O)N2CCOCC2)nn1S(=O)(=O)c1ccccc1
  RmlC RmlD mix = -6 | RT RNaseH block = 1

Structure: COCCn1nnnc1SCC(=O)c1ccccc1
  RmlC RmlD mix = -15 | RT RNaseH block = -3

The list continues:
SMILES	RmlC RmlD mix	RT RNaseH block
Fc1ccc(C(OCCN2CCN(CCCc3ccccc3)CC2)c2ccc(F)cc2)cc1	37	·
CCc1c(C)nc2cc(-c3cc(OC)cc(OC)c3)nn2c1N1CCCC1	-2	-12
O=C1NN(c2ccc(F)c(Cl)c2)C(=O)/C1=C\c1cccc(OC(=O)c2cccs2)c1	19	·
COc1ccccc1N1CCN(C(=O)CCc2ccc(S(=O)(=O)NC(C)C)cc2)CC1	-70	-3
S=c1[nH]nc(-c2ccco2)n1Cc1ccccc1	-10	-2
COc1cccc(C(C(=O)NC2CCCCC2)N(C(=O)c2ccco2)c2ccc(-n3cnnn3)c(C)c2)c1 (centres undefined)	-16	·
N#CC1=C(N)C(C#N)(C#N)[C@H](c2ccncc2)[C@H]2CN(C(=O)OCc3ccccc3)CC=C12	5	15
CC(C)OC(=O)c1ccc(OC(=O)c2cccnc2)cc1	10	-5
CC(C(=O)Nc1ccc2c(c1)OCO2)N(c1ccc(Cl)cc1)S(C)(=O)=O (centres undefined)	6	4
CN1C[C@@H]2C(c3ccccc3)C3(c4ccc(C#N)cc4)CC2(C3)[C@H]1c1ccccc1 (some centres undefined)	-5	·
Cn1c(/C=N/NC(=O)c2ccccc2)nc2ccccc21	-7	·
C#CCNC(=O)C1=C[C@@H](c2cn(C(C)=O)c3ccccc23)C[C@@H](OCc2ccc(CO)cc2)O1	-11	·
CCC(C)[C@H](NC(=O)NCc1ccc(Cl)cc1)C(=O)OC (some centres undefined)	-9	-17
CCCC(OC(=O)CC1Sc2ccccc2NC1=O)C(=O)NCc1ccco1 (centres undefined)	1	-10
COc1ccc(NC(=O)N2CCCCC2)cc1	7	0
CCOC(=O)CN1C(=O)c2ccccc2C1=O	11	-18
O=C(O)CN(c1ccccn1)S(=O)(=O)c1ccccc1	-6	·
C#Cc1ccc([C@H]2C=C(C(=O)NCc3nc4ccccc4[nH]3)O[C@@H](OCC)[C@@H]2CCCO)cc1	6	·
CC(NCc1ccc2c(c1)OCO2)C(=O)NC1CCCc2ccccc21 (centres undefined)	-7	·
N#Cc1ccc(-c2cccnc2)nc1SCC(=O)Nc1sc2c(c1C#N)CCC2	-5	90*
Cc1cc(-c2ccccc2)n2nc(C)c(C#N)c2n1	-11	·
COc1cc2nc(SCc3c(C)noc3C)n(CCC3=CCCCC3)c(=O)c2cc1OC	16	-8
Cc1cc(C)nc(SCC(=O)Nc2sc3c(c2C#N)CCC(C)C3)n1 (centres undefined)	-10	·
C/C(CC(=O)NCc1ccco1)=N\NC(=O)C(c1ccccc1)c1ccccc1	-33	·
COc1cc(NS(=O)(=O)c2ccc(NC(=O)CSC3=NCCS3)cc2)nc(OC)n1	·	54*
SMILES	RmlC RmlD mix	RT RNaseH block
CCOC(=O)c1c(NC(=O)CS(=O)(=O)c2cn(CC)c3ccccc23)sc2c1CCCCC2	-11	·
Cc1nc2ccccc2n1S(=O)(=O)N(C)C	3	-14
CC(=O)c1ccc(NC(=O)CCSCCC(=O)Nc2ccc(C(C)=O)cc2)cc1	-17	·
CCOC(=O)c1cnn(-c2ccccc2)c1-n1cccc1C(=O)C(=O)Nc1ccc(OC)cc1	3	·
CC(C)N1C(=O)C2ON(c3ccccc3)C(c3cccs3)C2C1=O (centres undefined)	4	-3
CN(C(=O)COC(=O)CNS(=O)(=O)/C=C/c1ccccc1)C1CCS(=O)(=O)C1 (centres undefined)	-9	4
CCC(=O)Nc1ccccc1C(=O)OCC(=O)Nc1ccc(S(N)(=O)=O)cc1	9	-31
CCn1c(C)cc(/C=C2\NC(=O)N(Cc3ccc(Cl)cc3)C2=O)c1C	-10	·
COc1ccccc1NC(=O)N1CCCC1C(=O)NC1CCCCC1 (centres undefined)	-12	-3
O=C(COC(=O)C12CC3CC(CC(C3)C1)C2)N1CCN(S(=O)(=O)c2ccccc2)CC1	8	-11
CC1CC(c2ccccc2)n2nc(NC(=O)c3ccco3)nc2N1 (centres undefined)	6	-2
CCCCCC(=O)Nc1cc(N(C)C)nc2ccccc12	?	1
CC(C)OCCCNC(=O)CN1C(=O)CC(C)(C)S(=O)(=O)c2ccccc21	8	-9
Cn1c(=O)c2c(nc(Br)n2CCSc2nc3ccccc3o2)n(C)c1=O	·	-7
O=C(NNC(=O)[C@@H]1CCCC[C@@H]1C(=O)O)c1cccs1	-36	·
COc1cc(CCN2C(=O)c3cccc4cccc(c34)C2=O)c(S(=O)(=O)NCCCO)cc1OC	-10	·
O=C(/C=C/c1ccccc1)N1CCN(C(=O)c2ccco2)CC1	7	·
Cn1c(=O)[nH]c(=O)c2c1nc(N(CCO)Cc1ccccc1)n2CCCc1ccccc1	·	3
Cn1c(SCC(=O)C(C)(C)C)nnc1-c1cccnc1	-120	-2
N#C/C(=C1/CCCCCN1)c1nc2ccccc2s1	4	-5
CCCCOC(=O)Nc1cccc(Cl)c1C	2	·
CCN1C(=O)/C(=C/c2ccc(C)s2)SC1=Nc1ccc(OC)cc1	-11	·
CS(=O)(=O)N1CCN(c2ccc(NC(=O)Cc3ccccc3)cc2)CC1	-11	·
O=C(N/N=C/c1c[nH]c2ccccc12)c1ccn(Cc2ccc(Cl)cc2)n1	3	·
Cc1[nH]n(-c2cccc(Cl)c2)c(=O)c1-c1ccc(Cl)cc1	-8	·
SMILES	RmlC RmlD mix	RT RNaseH block
CCCCC(=Nc1ccc(N)cc1)C1=C(O)C(C(=O)OC)C(C)(C)CC1=O (centres undefined)	9	·
COc1ccccc1NC(=O)N1CCC(c2nc3cc(C)c(C)cc3[nH]2)CC1	-7	·
CC(C)(C)c1cc(C(C)(C)C)cc(S(=O)(=O)CCc2ccccn2)c1	4	·
COc1ccc(CCN(C(=O)C(F)(F)F)C(C(=O)NC2CCCC2)c2cccs2)cc1OC (centres undefined)	-13	·
COc1ccc(N2C(=O)CC(SCCc3nc4ccccc4[nH]3)C2=O)cc1 (centres undefined)	-4	·
Cc1cccc(N=Cc2cc3c(cc2[N+](=O)[O-])OCO3)c1	-10	·
COc1ccc(-c2cc(C(=O)Nc3cnn(Cc4ccccc4C)c3)no2)cc1OC	17	87*
CCn1c(COc2ccccc2)nnc1SCC(=O)Nc1ccc2c(c1)OCCO2	-13	-1
CCCCCC1CC(=O)N(Cc2ccc(Cl)cc2)C(=O)N1 (centres undefined)	·	-46
CCCCN1CN(S(=O)(=O)c2cccs2)c2nc3ccccc3nc21	12	-7
CN1CCN(Cc2cccc(Oc3ccc(Cl)cc3)c2)CC1	91	·
Cc1oc2c(c1C(=O)Nc1ccc(C(=O)O)cc1)CCCC2	-14	·
CCN1C(=O)N[C@@H](c2cccs2)C(C(=O)OC)=C1C	6	·
COC(=O)CSc1nc2cc(C)ccc2cc1C#N	6	2
N/C(=N\OC(=O)CCCN1C(=O)c2ccccc2C1=O)c1ccc(Br)cc1	117	·
CCc1nnc(NC(=O)C2c3ccccc3Oc3ccccc32)s1	4	·
COc1ccccc1N1CCN(S(=O)(=O)c2cn(C)c(=O)n(C)c2=O)CC1	7	2
Cn1cccc1/C=N/n1c(-c2ccccc2)n[nH]c1=S	-9	·
CCN(CC)S(=O)(=O)c1ccc2nc(SC)sc2c1	2	·
CCOC(=O)c1sc2nc(N3CCOCC3)c3c(c2c1N)CCCC3	-184	-3
CC(NC(=O)COc1ccccc1)C(=O)NC1=NCCS1 (centres undefined)	-13	-5
CSc1ccc(CNc2ccc(Cl)cc2)cc1	5	·
CCOC(=O)c1ccc(NC(=O)c2nc[nH]c2C(=O)N[C@@H](CC(C)C)C(=O)OCc2ccccc2)cc1	-2	·
CCCCOc1ccccc1N	-7	·
NCCNCCNCCN	3	-2

In the list so far, 3 contain a CF3 group:
SMILES	RmlC RmlD mix	RT RNaseH block
COc1ccc(CCNC(=O)C2CC(c3ccc(C(F)(F)F)cc3)=NO2)cc1 (centres undefined)	-12	·
COC(=O)C(O)(CC(=O)Nc1ccc(Cl)cc1F)C(F)(F)F (centres undefined)	-15	-4
COc1ccc(CCN(C(=O)C(F)(F)F)C(C(=O)NC2CCCC2)c2cccs2)cc1OC (centres undefined)	-13	·

Whole records as entered above.
Record of Cc1cccc(N=Cc2cc3c(cc2[N+](=O)[O-])OCO3)c1 = RmlC RmlD mix: -10; RT RNaseH block: ·
Record of CCCCOc1ccccc1N = RmlC RmlD mix: -7; RT RNaseH block: ·

Laid out differently: entries from further up.
Structure | RmlC RmlD mix | RT RNaseH block
COc1ccc(CCNC(=O)C2CC(c3ccc(C(F)(F)F)cc3)=NO2)cc1 (centres undefined) | -12 | ·
CC(C)N1C(=O)C2ON(c3ccccc3)C(c3cccs3)C2C1=O (centres undefined) | 4 | -3
CCN1C(=O)N[C@@H](c2cccs2)C(C(=O)OC)=C1C | 6 | ·
CC(C)OCCCNC(=O)CN1C(=O)CC(C)(C)S(=O)(=O)c2ccccc21 | 8 | -9

Next entries follow:
SMILES	RmlC RmlD mix	RT RNaseH block
O=C(CCCNS(=O)(=O)c1cccc2nsnc12)NCCc1ccccc1	-5	-13
COC(=O)c1oc2ccccc2c1N	-6	·
CCOC(=O)c1sc(N(Cc2ccccc2)C(=O)CSc2nnc(C3CC3)n2N)nc1C	0	-40
CC(C)C(NC(=O)/C=C/c1ccc(F)cc1)C(C)C	-9	·
C=CCn1c(=O)/c(=C/c2ccc(O)cc2)s/c1=C(/C#N)c1nnc2n1CCCCC2	-6	-10
COc1ccc(C(=O)OC2CCN(c3ncc(C(F)(F)F)cc3Cl)CC2)cc1	9	·
CC1Cc2ccccc2N1C(=O)CSc1nc(-c2ccco2)cc(C(F)(F)F)n1 (centres undefined)	·	-2
C=CCN1C(=O)C(CC(=O)Nc2ccccc2)SC1=Nc1ccc(S(N)(=O)=O)cc1 (centres undefined)	14	·
CC(=O)Nc1ccc(S(=O)(=O)NCCc2ccc(F)cc2)cc1	-13	·
COc1ccccc1Nc1nc(N)nc(CN2CCc3ccccc3C2)n1	8	-16
CN1Cc2cc(C(=O)c3cc(Cl)cc(CSc4ncccn4)c3O)cnc2NC1=O	-1	59*
CCOC(=O)c1c(C)nc2c(c1-c1ccc(OC)c(OC)c1)C(=O)c1ccccc1-2	?	·
CCCS(=O)(=O)N1CCN(S(=O)(=O)c2ccccc2)CC1	-1	·
C1=C(c2ccccc2)CCN(c2ncnc3nc[nH]c23)C1	-14	-40
CCN(C(=O)COC(=O)c1ccc(OCc2c(C)noc2C)cc1)c1ccccc1	-1	·
O=C(CCCSc1nc2sc3c(c2c(=O)[nH]1)CCC3)NCCO	10	-13
COc1ccccc1-n1c(CNC(=O)c2ccc(S(=O)(=O)N3CCOCC3)cc2)n[nH]c1=S	-7	5
CN1CCN(/C=N/C2=C(C#N)C(c3ccccc3)C3=C(CC(C)(C)CC3=O)O2)CC1 (centres undefined)	-1	·
CC1(C)CC(=O)C2=C(C1)N(CCN1CCOCC1)C1=C(C(=O)CC(C)(C)C1)C2c1cccc(F)c1	15	-12
Cc1ccc2c(C)c(C(=O)Nc3nnc(C)s3)oc2c1	-3	0
CCCCc1ccc(N2C(=O)[C@@H]3C(CC(N)=O)NC4(C(=O)Nc5ccc(F)cc54)[C@@H]3C2=O)cc1 (some centres undefined)	4	·
O=c1[nH]c(NC2CCCCC2)nnc1Cc1ccccc1	-8	-3
COc1cc2c(cc1OC)C(c1ccc(C)o1)CC(=O)N2 (centres undefined)	-5	-25

Source: PubChem BioAssay

Some of the compounds tested; count on the stated rates, not on these rows.
